KCNK3 block: human KCNK3 channel inhibition, primary screen. O14649. CHO-KCNK3 thallium flux, FluxOR fluorescence; hits give low values. 340,000 compounds, 0.84% hits. B-score at 10 µM;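 active = B-score under library mean minus 4 SD, starting fluorescence ratio at most library mean plus 5 SD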;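 note: more negative B-score means stronger inhibition of thallium flux through KCNK3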
Target sequence (O14649 whole entry, looked up): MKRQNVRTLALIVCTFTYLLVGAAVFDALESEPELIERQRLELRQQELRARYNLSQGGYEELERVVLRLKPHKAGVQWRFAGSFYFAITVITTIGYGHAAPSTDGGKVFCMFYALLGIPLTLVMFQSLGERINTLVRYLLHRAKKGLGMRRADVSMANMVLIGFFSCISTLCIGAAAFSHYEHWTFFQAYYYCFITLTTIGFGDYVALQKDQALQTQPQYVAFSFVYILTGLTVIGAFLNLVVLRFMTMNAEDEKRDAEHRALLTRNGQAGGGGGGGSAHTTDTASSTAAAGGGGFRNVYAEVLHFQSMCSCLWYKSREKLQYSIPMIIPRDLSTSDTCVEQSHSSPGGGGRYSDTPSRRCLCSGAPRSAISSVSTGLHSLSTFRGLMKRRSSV
Dyrk1A ADPGlo: inhibitors of rat Dyrk1A kinase; Q63470; ADP-Glo luminescence, NFATc1 peptide; inhibition, % at 12.5 µM; 310,000 compounds, 0.43% hits; in the data active = inhibition above about 50%;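 note: plate controls were vehicle with enzyme for no effect and no enzyme for full effect; many of its hits are not listed in these tables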
TRPC4 PAM: allosterically enhances the mouse TRPC4 cation channel; Q9QUQ5; HEK293 TRPC4beta/mu-opioid, DAMGO EC20, Fluo-4 Ca2+ flux; hits give high values; B-score at 10 µM; 310,000 compounds, 0.42% hits;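 active = B-score of calcium response area above 5 SD of library B-scores, with initial fluorescence ratio within 5 SD of library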;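 note: B-score of integrated fluorescence ratio over time as area under calcium response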
TRPC4 act: opens the mouse TRPC4 cation channel | HEK293 TRPC4beta/mu-opioid, Fluo4 calcium fluorescence; hits give high values | B-score at 10 µM | 310,000 compounds, 0.49% hits | AID 2237;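 active = B-score above 5 SD of library B-scores, and initial fluorescence ratio not above library mean plus 5 SD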;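 note: positive B-score marks a calcium rise read as TRPC4 activation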
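system = HEK293 cells stably co-expressing mouse TRPC4beta and mu-opioid receptor | schedule = Fluo4 dye loading 45 min at room temperature, 110 s recording | measure = B-scored integrated calcium fluorescence ratio | signal = Fluo4 calcium-sensitive dye fluorescence, kinetic, 1 Hz baseline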
PolyA inh: yeast polyadenylation inhibition; S. cerevisiae SKY197-pL101 polyadenylation reporter, beta-gal luminescence; efflux-impaired pdr1/pdr3 knockout yeast; score 100 = 6 SD above DMSO; calls only at 12 µM; 300,000 compounds, 0.02% hits; AID 1875;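 active = lowest replicate activity score at least 50, where 100 means six control SD above control mean; inconclusive = lowest score under 50 but half or more replicates reach 50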;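 note: yeast exposed to compound for 9 h at 30 °C; higher score means more reporter readthrough which indicates perturbed polyadenylation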
Platelet DG rel: modulates dense granule release in human platelets; human platelet-rich plasma, SFLLRN dense granule ATP release, luminescence; inhibition, %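 (compounds screened at 7.5 µM in platelet-rich plasma)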; 300,000 compounds, 0.22% hits;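 active = mean replicate score, as percent of positive control, at or above 50; inconclusive = mean below 50 but at least one replicate at or above 50; inactive = mean and every replicate below 50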
TRPC4 block: blocks the mouse TRPC4 cation channel | Q9QUQ5 | HEK293 TRPC4beta/mu-opioid, DAMGO-evoked Fluo4 calcium flux; hits give low values | B-score at 10 µM | 300,000 compounds, 0.39% hits;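 active = B-score over 3 SD under the library average, no early fluorescence shift, positive overall ratio signal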
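Assay system: HEK293 cells with stable TRPC4beta plus mu-opioid receptor expression. Dosing: single dose. Measured by: Fluo4 Ca2+ flux fluorescence. Also added: DAMGO in two steps, submaximal then maximal. Read-out: B score from integrated Fluo4 fluorescence ratio.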
hERG protect: hERG (human) protection from proarrhythmic block. Q12809. CHO-hERG, FluxOR thallium flux, dofetilide IC70 present. activation (rescue from dofetilide block), less the hit threshold, % at 10 µM. 310,000 compounds, 0.51% hits. AID 1511;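 active = activation above the mean of controls blocked by dofetilide plus 5 SD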;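 note: thallium influx through hERG after potassium depolarization seen as dye fluorescence rise; in these data hits start at about 4.7%; inactives centre near -7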
KCNK9 inh: inhibitors of human KCNK9 two-pore domain potassium channel | Q9NPC2 | HEK293 KCNK9, FluxOR thallium flux fluorescence; hits give low values | B-score at 10 µM | 310,000 compounds, 1.2% hits | AID 488922;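 active = ratio B-score over 3 SD below the library mean, with starting fluorescence within 5 SD of its mean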;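 note: negative B-score means less thallium flux so channel inhibition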
KCNQ1 pot: human KCNQ1 channel potentiation or activation. P51787. CHO-K1 KCNQ1, thallium flux FluxOR fluorescence; hits give high values. B-score at 10 µM. 310,000 compounds, 0.35% hits. AID 2648;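 active = fluorescence ratio B-score, a plate-corrected score, at least three library SD, with initial intensity B-score within 5 SD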
Target sequence (P51787 whole entry, looked up): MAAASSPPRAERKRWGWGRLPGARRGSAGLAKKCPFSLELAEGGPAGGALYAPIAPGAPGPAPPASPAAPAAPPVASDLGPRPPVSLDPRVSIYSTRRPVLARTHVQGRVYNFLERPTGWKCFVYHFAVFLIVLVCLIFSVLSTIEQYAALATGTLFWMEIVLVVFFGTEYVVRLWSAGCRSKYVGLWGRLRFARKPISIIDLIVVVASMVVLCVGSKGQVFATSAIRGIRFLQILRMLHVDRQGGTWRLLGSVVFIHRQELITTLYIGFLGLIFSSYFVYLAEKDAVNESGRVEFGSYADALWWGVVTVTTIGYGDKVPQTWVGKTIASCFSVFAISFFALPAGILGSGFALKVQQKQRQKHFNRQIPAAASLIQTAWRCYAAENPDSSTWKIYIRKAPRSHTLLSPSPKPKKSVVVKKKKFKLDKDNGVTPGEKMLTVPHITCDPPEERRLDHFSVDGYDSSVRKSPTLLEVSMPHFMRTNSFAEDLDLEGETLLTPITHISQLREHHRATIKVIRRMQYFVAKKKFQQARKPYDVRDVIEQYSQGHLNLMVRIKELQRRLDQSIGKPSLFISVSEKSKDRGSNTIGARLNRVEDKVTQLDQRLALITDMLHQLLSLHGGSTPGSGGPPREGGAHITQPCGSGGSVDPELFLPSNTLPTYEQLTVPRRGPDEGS
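Doses: Single concentration per compound, DMSO matched to controls | Test system: KCNQ1-transfected CHO-K1 cells | Timing: 90 min dye loading and 20 min compound exposure, both at room temperature | Measured by: Kinetic FluxOR thallium fluorescence, 10-s 1-Hz baseline, 110-s post-stimulus read | Medium: Assay buffer with matched DMSO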
KCNQ1 block: blocks the human KCNQ1 potassium channel; B-score at 10 µM; CHO-K1 KCNQ1, FluxOR thallium flux fluorescence; hits give high values; 310,000 compounds, 1.3% hits;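 active = compounds whose thallium flux B-score, printed positive for inhibition, exceeds three library SD while starting fluorescence stays within three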;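 note: channel opened by potassium depolarization with thallium stimulus after 20 min compound exposure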
Starred values were filed as active, the others as inactive; i = inactive; ? = inconclusive; . = no result given. A portion of the library; count on the stated rates, not on these rows.

SMILES	KCNK3 block	Dyrk1A ADPGlo	TRPC4 PAM	TRPC4 act	PolyA inh	Platelet DG rel	TRPC4 block	hERG protect	KCNK9 inh	KCNQ1 pot	KCNQ1 block
O=C(Cn1ncc2c([nH]c3ccccc32)c1=O)N1CCOCC1	i	3.2	i	i	i	-5.6	i	-4.3	i	i	i
O=C(NCc1ccco1)c1ccc(-c2cccc(Cl)c2)o1	i	.	i	i	i	4.2	i	-8.7	i	i	i
O=C(CN1C(=O)CCS(=O)(=O)c2ccccc21)NCc1ccc(F)cc1	i	6.5	i	i	i	2.8	i	-7.1	i	i	i
Cc1ccc(S(=O)(=O)Nc2ccc(Br)cc2/C=N/n2cnnc2)cc1	i	1.2	i	i	i	-3.1	i	1.8	i	i	i
CCCCCN(C(=O)COC(=O)Cc1c(C)nc2ccccc2c1C)c1c(N)n(CCCC)c(=O)[nH]c1=O	i	-4.8	i	i	i	1.2	i	-13.3	i	i	i
CC(C)(C)c1ccc(C(=O)Oc2ccccc2CCC(=O)O)cc1	i	.	i	i	i	21.2	i	-8.9	i	i	i
CC1=NNC(=O)C1CC(=O)N/N=C(\C)c1cccs1 (stereo unspecified)	i	4.0	i	i	i	10.9	i	-8.1	i	i	i
Cc1ccc(CC(=O)Nc2cccnc2)cc1	i	2.9	i	i	i	-2.5	i	-7.7	i	i	i
COC(=O)c1ccc(N2CCCCC2)c(NC(=O)c2ccco2)c1	i	-2.0	i	i	i	-2.2	i	-7.0	i	i	i
O=C(O)c1sccc1S(=O)(=O)N1CCN(c2ccc(C(F)(F)F)cn2)CC1	i	.	i	i	i	-7.1	i	-5.9	i	i	i
COc1ccc(C(=O)C[n+]2cccc(C)c2C)cc1[N+](=O)[O-]	i	-6.9	i	i	i	8.0	i	-14.2	i	i	i
CN(CCNC(=O)C1CCN(S(=O)(=O)c2cnc[nH]2)CC1)Cc1ccccc1	i	-1.8	i	i	i	-2.5	i	-10.6	i	i	i
Cc1cccc(NC(=O)c2cccc(C(=O)Nc3cccc(C)c3)c2)c1	i	1.9	i	i	i	22.3	i	-2.6	i	i	i
CCCC(=O)NCc1ccncc1	.	.	i	i	i	-18.7	i	-4.0	i	i	i
Cc1ccc(C)c(NS(=O)(=O)c2cc(C(=O)Nc3ccccc3-c3ccccc3)ccc2Cl)c1	i	6.6	i	i	i	-6.2	i	-1.8	-13.1*	i	i
Cc1cnc(C(=O)Nc2ccc(-n3cnnn3)cc2)cn1	i	4.5	i	i	i	2.0	i	-12.5	i	i	i
CCC(C)Sc1nnc(CSc2nc3nc(C)cc(C)n3n2)o1 (stereo unspecified)	i	-0.6	i	i	i	5.7	i	-10.9	i	i	i
CCN(CC)c1ccc(/C=N/NC(=O)Nc2ccccc2)cc1	i	-4.3	i	i	i	12.7	i	-13.4	i	i	i
CCOc1ccccc1CNC(CC)CO (stereo unspecified)	i	2.2	i	i	i	2.4	i	-7.1	i	i	i
C=CCn1nnnc1SCC(=O)Nc1ccc(C(=O)OC)cc1	i	.	i	i	i	3.0	i	-11.8	i	i	i
CCOP(=O)(c1ccc(N(C)C)cc1)C(O)c1ccccc1 (stereo unspecified)	i	0.0	i	i	i	6.7	i	-9.2	i	i	i
COc1cccc(C(=O)Nc2nc(-c3ccc4c(c3)OCO4)cs2)c1	-10.4*	6.7	i	i	i	7.8	i	-16.2	-8.99*	i	i
C=CCOc1ccccc1NC(=O)CN1C(=O)CNC1=O	i	-3.5	i	i	i	6.9	i	2.8	i	i	i
COCCn1c(SCc2nc(N)nc(Nc3ccccc3C)n2)nc2ccccc2c1=O	i	-2.9	i	i	i	-6.7	i	-17.0	i	i	i
Cc1ccnc(N/N=C/c2ccco2)n1	i	0.1	i	i	i	9.0	i	-1.8	i	i	i
Cc1ccc(N2C(=O)C3C4C=CC(CNC(=S)Nc5cccc(Cl)c5)(O4)C3C2=O)cc1 (stereo unspecified)	i	4.5	i	i	i	19.6	i	-7.8	i	i	i
COc1ccc(NC(=O)COC(=O)c2c(-c3ccccc3)noc2C)cc1	i	8.0	i	i	i	-0.5	i	-7.4	i	i	i
CCCc1nnc(-c2cc(OC)c(OC)c(OC)c2)o1	i	-4.0	i	i	i	14.5	i	-13.6	i	i	i
C=C(C)Cn1c(CCNC(=O)C(C)C)nc2ccccc21	i	4.8	i	i	i	0.5	i	-13.2	i	i	i
COc1cccc(C(=O)Nc2cc(C(=O)NCCc3ccccc3)ccc2Cl)c1	i	.	i	i	i	-8.4	i	-2.4	i	i	i
COc1ccc(N(CC(=O)NC2CCCC2)C(=O)Cn2nnc(-c3ccc(OC)c(OC)c3)n2)cc1	i	2.8	i	i	i	-1.3	i	-8.2	i	i	i
CCCOc1ccc(C2C3=C(CCCC3=O)N(CC(=O)O)C3=C2C(=O)CCC3)cc1OCC	i	-2.4	i	i	i	1.6	i	-8.2	i	i	i
Cc1ccc(NC2CCCN(C(=O)c3cnsn3)C2)cc1C (stereo unspecified)	i	-5.0	i	i	i	-5.2	i	-5.3	i	i	i
C=CCOc1ccccc1CN(C(=O)CCl)c1ccc2c(c1)OCO2	i	6.8	i	i	i	2.3	i	-6.0	i	i	i
O=C(Nc1ccc[n+](CC(=O)c2cccc3ccccc23)c1)c1ccccc1	i	2.7	i	i	i	2.8	i	-25.7	i	i	i
COc1cnc(-c2ccccn2)nc1Oc1ccc(Cl)cc1	i	8.0	i	i	i	4.6	i	-3.7	i	i	i
CCCn1nnc(NC(=O)Cc2ccccc2)n1	i	-8.7	i	i	i	7.4	i	-8.3	i	i	i
Cc1ccc(S(=O)(=O)CCC(=O)Nc2ccc(F)cc2)cc1	i	-8.0	i	i	i	-1.3	i	-6.0	i	i	i
CCOc1ccc(NC(=O)c2nnn(CC(=O)Nc3ccccc3OC)c2N)cc1	i	18.2	i	i	i	1.0	i	-1.0	i	i	i
Cc1ccn2cc(-c3cccc(S(=O)(=O)N4CCCCC4)c3)nc2c1	i	0.4	i	i	i	7.5	i	-9.0	i	i	i
Cc1ccc(C(=O)NC(C)c2ccccc2)cc1S(=O)(=O)N1CCOCC1 (stereo unspecified)	i	9.2	i	i	i	-12.7	i	-9.5	i	i	i
O=C1CCCC(O)=C1C=NCCc1ccccc1	i	-1.9	i	i	i	?	i	-4.6	i	i	i
COc1ccc(-n2nnnc2SCC(=O)Nc2ccccc2N2CCOCC2)cc1	i	-0.8	i	i	i	-0.9	i	-7.7	i	i	i
CCN1/C(=C2/SC(=S)N(C)C2=O)C=Cc2cc(C)ccc21	i	-0.8	i	i	i	5.0	i	-9.6	i	i	i
CC1CN(C2=Nc3cccc4cccc2c34)CC(C)O1 (stereo unspecified)	i	16.2	i	i	i	1.0	i	-9.6	i	i	i

Record cards (already shown). Screens in order: KCNK3 block, Dyrk1A ADPGlo, TRPC4 PAM, TRPC4 act, PolyA inh, Platelet DG rel, TRPC4 block, hERG protect, KCNK9 inh, KCNQ1 pot, KCNQ1 block
Profile of CCOc1ccc(NC(=O)c2nnn(CC(=O)Nc3ccccc3OC)c2N)cc1 : i, 18.2, i, i, i, 1.0, i, -1.0, i, i, i
Profile of COc1ccc(N(CC(=O)NC2CCCC2)C(=O)Cn2nnc(-c3ccc(OC)c(OC)c3)n2)cc1 : i, 2.8, i, i, i, -1.3, i, -8.2, i, i, i

(continued)
SMILES	KCNK3 block	Dyrk1A ADPGlo	TRPC4 PAM	TRPC4 act	PolyA inh	Platelet DG rel	TRPC4 block	hERG protect	KCNK9 inh	KCNQ1 pot	KCNQ1 block
CCOC(=O)c1c(-c2ccccc2Cl)csc1NC(=O)CSc1nc(C)cc(=O)[nH]1	i	-2.7	i	i	i	10.7	i	-10.4	i	i	i
COc1cccc(OC)c1C(=O)Nc1sc2c(c1C(N)=O)CCN(Cc1ccccc1)C2	i	8.4	i	i	i	3.0	i	-12.8	i	i	i
Cc1ccc(CN2CC(C(=O)Nc3ccccc3N3CCCC3)CC2=O)cc1 (stereo unspecified)	i	1.9	i	i	i	-13.5	i	-10.4	i	i	i
CCn1c(O)c(C(C#N)=C2N=c3ccccc3=N2)c2ccccc21	i	-4.2	i	i	i	14.5	i	-11.3	i	i	i
COc1ccccc1OCC(=O)NNC(=S)NC(=O)c1ccco1	i	7.3	i	i	i	6.2	i	-9.0	i	i	i
O=C(Nc1nnc(-c2cccs2)o1)c1ccco1	i	0.5	i	i	i	-8.1	i	-12.6	i	i	i
COc1ccc(/C(C)=N/NC(=O)c2nnn(-c3nonc3N)c2CN(C)c2ccccc2)cc1	i	0.9	i	i	i	4.4	i	-11.2	i	i	i
CC(=O)c1ccc(NC(=O)c2ccc(COc3ccccc3[N+](=O)[O-])o2)cc1	i	-2.8	i	i	i	8.4	i	-7.0	i	i	i
CCc1ccc2[nH]c(=O)c(C(c3nnnn3CCOC)N3CCN(c4ccccc4F)CC3)cc2c1 (stereo unspecified)	i	3.3	i	i	i	13.5	i	-13.2	i	i	i
COC(=O)c1cc(C(=O)OC)cc(N2C(=O)CC(NNC(=O)c3ccccc3Cl)C2=O)c1 (stereo unspecified)	i	2.3	i	i	i	2.4	i	-9.6	i	i	i
O=C(CCc1nnc2ccc(NCc3ccccc3Cl)nn12)NC1CCCC1	i	-4.5	i	i	i	-4.6	i	-6.2	i	i	i
CC(C)c1cc(C(=O)N/N=C/c2ccco2)n[nH]1	i	1.9	i	i	i	1.7	i	-5.0	i	i	i
O=C(CN(Cc1ccc2c(c1)OCO2)C(=O)c1cnsn1)NC1CCCC1	i	-0.4	i	i	i	8.7	i	-5.5	i	i	i
O=C(CCC(=O)Nc1nnc(C2CCCCC2)s1)NCc1cccs1	i	1.3	i	i	i	11.7	i	-5.1	i	i	i
COc1ccc(CN2CCNC(=O)C2CC(=O)N(C)C2CCOCC2)c(F)c1 (stereo unspecified)	i	-4.1	i	i	i	5.6	i	-2.3	i	i	i
CC(Oc1cccc(Cl)c1)C(=O)Nc1cc(S(=O)(=O)N2CCCCC2)ccc1N1CCOCC1 (stereo unspecified)	i	-1.5	i	i	i	7.4	i	-13.2	i	i	9*
COc1ccc2oc(C(F)(F)C(F)(F)F)cc(=O)c2c1	i	-5.2	i	i	i	-3.6	i	-3.9	i	i	i

Screening results from PubChem.
